# PAX8 reporter = inhibitors of PAX8 transcriptional activity in RMG-I cells | RMG-I TPO-luciferase reporter, SteadyGlo, 24 h | inhibition, % at 12.6 µM | 1.2% of 360,000 active | AID 652154;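 active means mean replicate inhibition at least 60% with every replicate also reaching 60%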;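 further: luciferase light reporting Pax8 driven TPO promoter activity; plate controls were median of neutral control wells for no effect and mitoxantrone controls for full effect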
# LGR2 antag = inhibitors of bursicon-induced Drosophila LGR2 receptor cAMP signaling. AID 720647. HEK293 LGR2, CRE-luciferase, bursicon-stimulated, 4 h. inhibition, % at 9.99 µM. 0.35% of 380,000 active;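 active means drop in luminescence signal, shown as inhibition above about 50% in the replicate tests, limit read from the data, passing the limit was not always enough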;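 further: agonist challenge used bursicon conditioned medium at about half maximal strength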
# GSIS activator = GLuc luminescence reporter in INS-1E cells, primary screen for activators of glucose-dependent secretion of insulin | activation, % at 16.6 µM | AID 743287 | 0.61% of 370,000 active | INS-1E GLuc reporter insulin secretion, 2-3 h;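 active means lowest replicate activation of at least 40%, so every replicate reaches that level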;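 further: 0% = median of neutral control wells and 100% = median of IBMX positive control wells; some compounds called inactive have numbers as strong as hits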
# ARNT TACC3 PPI = ARNT/TACC3 interaction disruption. AlphaScreen His-ARNT PAS-B/GST-TACC3 binding, luminescence; TACC3 fragment carries E629A point mutation. AID 623870. inhibition, % at 9.99 µM. 0.66% of 390,000 active. Q9Y6A5;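 active means mean inhibition of replicates at least 50% and at least half of replicates each reaching 50%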;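 further: 0% = complete ARNT plus TACC3 wells and 100% = ARNT alone without TACC3; many hits fall short of the cut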
# PGC1a acetyl inh = lowers PGC1a acetylation signal in U2OS cells; AlphaScreen anti-acetyl-lysine; with virally co-expressed GCN5 acetyltransferase; inhibition, % at 15.6 µM; 0.17% of 350,000 active;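 active means every replicate shows inhibition of at least 40%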;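 further: 0% = neutral control wells and 100% = positive control wells; some results beyond the cut were filed as inactive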
# PglD DTNB = blocks C. jejuni PglD acetyltransferase activity; purified PglD enzyme, DTNB colorimetric CoA detection; inhibition, % at 12.5 µM; 0.098% of 360,000 active; in the data active means inhibition above about 16%, passing the limit was not always enough; further: strong numbers were not always called active
# Cneo AK release = Cryptococcus neoformans lysis via adenylate kinase release; C. neoformans lysis, adenylate kinase release luminescence, 4 h; normalised: neutral wells 0, clomiphene wells 100; 0.2% of 360,000 active; lysis activity, % at 15 µM; AID 651654;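 active means mean lysis activity across replicates of at least 80%, whatever share of replicates individually reach that level; inactive means mean lysis activity below 80%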
#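 Signal: Adenylate kinase release luminescence | Assay system: Log-phase Cryptococcus neoformans yeast cells | Input: Cells at 5 × 10^6 per mL | Buffer or medium: Fresh YPD growth medium | Compound: Single dose | Schedule: Static 4 h at 37 °C with compound, 1 h detection | Controls: Clomiphene | Read-out: Luminescence rise reflecting yeast cell lysis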
# Statin myotox sup = suppression of simvastatin myotoxicity; C2C12 myotubes + simvastatin, ATP luminescence, 48 h; scaled: DMSO 0, geranylgeraniol control 100; rescue of ATP level, % at 7.49 µM; 0.78% of 330,000 active;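 active means mean ATP rescue above about 67%, or every replicate alone reaching that limit, limit read from the data, passing the limit was not always enough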;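 further: myotubes were challenged with 10 µM simvastatin during compound exposure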
# Active calls of the source: *; . = no result given.
SMILES,PAX8 reporter,LGR2 antag,GSIS activator,ARNT TACC3 PPI,PGC1a acetyl inh,PglD DTNB,Cneo AK release,Statin myotox sup
CC1CCN(c2ccccc2NC(=S)NC(=O)c2ccco2)CC1,.,.,.,-11,-5,-5,5,-3
COc1cc2c(cc1OC)n(CC(=O)NC1CCCCCC1)n1c(C)cc(=O)nc21,0,2,-1,-3,-19,2,-2,-7
O=C(NNC1CC(=O)N(c2ccc(Cl)cc2)C1=O)c1ccccc1Cl (stereo not drawn),-5,7,-7,-2,-11,.,.,.
CCC(C(=O)NCc1ccco1)n1nc(C)c2c(C)n(-c3ccccc3)nc2c1=O (stereo not drawn),1,8,19,-4,-8,1,1,-15
NC1=NC2(CCN(Cc3ccccc3)CC2)n2c(nc3ccccc32)N1,9,.,.,11,0,0,1,1
Cc1cccc(C(=O)NCC(=O)OCC(=O)c2ccc(C)s2)c1,.,-5,-25,-4,6,9,-3,0
CCCCC(=O)NC(c1ccc([N+](=O)[O-])cc1)c1c(O)ccc2ccccc12 (stereo not drawn),22,49,-19,2,-6,-1,4,.
CCS(=O)(=O)N1CCCC(C(=O)Oc2ccc(Br)cc2)C1 (stereo not drawn),-5,5,-1,-14,.,1,1,1
COc1ccc(C(=O)N2CCCC(CCC(=O)N3CCN(c4ccccn4)CC3)C2)cc1 (stereo not drawn),9,-2,0,-5,.,1,-1,-9
COc1ccc(OCc2nnc(SCC(=O)NC3CCCCC3)o2)cc1,7,10,4,-7,.,1,-1,8
COc1ccc(NC(=O)CCNC(=O)N2CC(=O)Nc3ccccc32)cc1OC,-3,8,-4,.,.,10,0,11
Cc1ccc(-c2noc(-c3ccccc3C(=O)N3CCCC3)n2)cc1,.,.,.,-2,-19,-8,-3,23
CCOc1ccc(S(=O)(=O)N(CC(=O)N/N=C/c2ccc(-c3ccc([N+](=O)[O-])cc3)o2)c2ccccc2)cc1,.,.,.,2,-26,-5,-6,-9
COc1cccc(CNC(=O)CCC(=O)N2Cc3cccc(OC)c3Oc3ncccc32)c1OC,8,2,-1,-5,.,-6,0,-6
C[C@H]1CN([C@@H](C)CO)C(=O)Cc2cc(NS(=O)(=O)c3cn(C)cn3)ccc2O[C@@H]1CN(C)C(=O)Nc1ccccc1,-17,-4,-8,-4,-5,2,-4,-6

# Structural class: those above with sulfur (6)
SMILES,PAX8 reporter,LGR2 antag,GSIS activator,ARNT TACC3 PPI,PGC1a acetyl inh,PglD DTNB,Cneo AK release,Statin myotox sup
CC1CCN(c2ccccc2NC(=S)NC(=O)c2ccco2)CC1,.,.,.,-11,-5,-5,5,-3
Cc1cccc(C(=O)NCC(=O)OCC(=O)c2ccc(C)s2)c1,.,-5,-25,-4,6,9,-3,0
CCS(=O)(=O)N1CCCC(C(=O)Oc2ccc(Br)cc2)C1 (stereo not drawn),-5,5,-1,-14,.,1,1,1
COc1ccc(OCc2nnc(SCC(=O)NC3CCCCC3)o2)cc1,7,10,4,-7,.,1,-1,8
CCOc1ccc(S(=O)(=O)N(CC(=O)N/N=C/c2ccc(-c3ccc([N+](=O)[O-])cc3)o2)c2ccccc2)cc1,.,.,.,2,-26,-5,-6,-9
C[C@H]1CN([C@@H](C)CO)C(=O)Cc2cc(NS(=O)(=O)c3cn(C)cn3)ccc2O[C@@H]1CN(C)C(=O)Nc1ccccc1,-17,-4,-8,-4,-5,2,-4,-6

# Additional results follow:
SMILES,PAX8 reporter,LGR2 antag,GSIS activator,ARNT TACC3 PPI,PGC1a acetyl inh,PglD DTNB,Cneo AK release,Statin myotox sup
CC(C(=O)Nc1ccccc1Cl)N(c1ccccc1)S(C)(=O)=O (stereo not drawn),3,33,14,-5,-11,.,.,-4
CCc1ccc(S(=O)(=O)Nc2cc3c(cc2N2CCCCC2)n(C)c(=O)c(=O)n3C)cc1,-10,2,-13,-7,-19,-2,2,2
Cc1noc(C)c1NC(=O)N(C)C[C@H]1Oc2ccc(NC(=O)CCCN(C)C)cc2C(=O)N([C@@H](C)CO)C[C@@H]1C,-14,32,19,.,-2,.,.,.
C[C@@H]1CCCCO[C@@H](CN(C)C(=O)CCC(F)(F)F)[C@@H](C)CN([C@H](C)CO)C(=O)c2cc(NC(=O)CCC(F)(F)F)ccc2O1,-4,-6,29,-3,15,-3,-1,.
Cc1cccn(Cc2c(Cl)cccc2Cl)c1=O,-5,-2,.,.,-5,-1,-2,.
O=C(Nc1cccc(C(=O)O)c1)Nc1ccc2c(c1)OCO2,103*,97*,10,-3,.,2,-12,-14
O=C(NNC(=O)c1cccc2ccccc12)c1ccc(Cl)cc1Cl,-114,-1,0,-3,-10,-1,2,5
COc1cc(CCN2C(=O)c3cccc4cccc(c34)C2=O)c(S(=O)(=O)NCCCO)cc1OC,19,.,.,-1,-12,-1,2,-24
COc1ccc2c3c([nH]c2c1)[C@H](CO)N(C(=O)CN1CCOCC1)CC31CCN(CC2CCCC2)CC1,2,-6,3,.,-9,.,.,.
C[C@H](CO)N1C[C@H](C)[C@H](CN(C)S(=O)(=O)c2cccs2)Oc2ncc(C#Cc3cccc(F)c3)cc2C1=O,.,8,-23,21,-26,-1,0,-2
O=C(Cc1ccncc1)NCC[C@H]1CC[C@H](NC(=O)C2CCCC2)[C@@H](CO)O1,8,5,3,-9,-2,-4,-5,2
COc1cc(/C=C2\CCC(C3CCCC3)C2=O)ccc1OC(C)C (stereo not drawn),-27,-54,-9,1,8,-2,-4,-9
CCOC(=O)C1CCCN(C/C=C/c2ccccc2)C1 (stereo not drawn),0,-2,8,-5,1,-6,-2,-4
CC1(C(=O)Nc2ccc3nc[nH]c3c2)CCN1C(=O)C/C=C/c1ccccc1 (stereo not drawn),-5,-13,.,.,-10,-2,0,-11
CN(C)c1ccc(C(=O)Nc2ccc(S(=O)(=O)Nc3nccs3)cc2)cc1,.,17,-4,-1,1,-2,2,.
Cc1sc2c(c1C)c(=O)nc1scc(CC(=O)O)n12,12,.,.,0,.,7,8,-4
COc1cccc(-n2nnnc2SCC(=O)Nc2cccc(NC(C)=O)c2)c1,.,.,.,-3,-4,-3,1,-6
COc1ccc(NC(=O)Nc2ccc3c(c2)C(=O)N([C@H](C)CO)C[C@H](C)[C@@H](CN(C)Cc2ccc4c(c2)OCO4)OCCCC[C@@H](C)O3)cc1,5,6,-16,15,10,3,-2,.
O=C1CCN(C(=O)Nc2ccccc2Cl)N1,10,.,.,-1,14,1,-1,42
CCNC(=S)NNC(=S)NCc1ccccc1,-11,-5,22,-1,.,.,.,.
CCN(c1ccccc1)S(=O)(=O)c1cccc(C(=O)N(C)CCOc2ccccc2)c1,-9,11,-39,.,9,-2,0,-15
COc1ccc(NC(=O)c2ccc3ccccc3c2)cc1NS(=O)(=O)c1ccc(F)cc1,24,-4,5,-4,.,.,.,.
C[C@H](CO)N1C[C@H](C)[C@@H](CN(C)C(=O)Nc2ccc(C(F)(F)F)cc2)Oc2c(NC(=O)c3nc4ccccc4s3)cccc2C1=O,.,-4,-10,-4,2,-7,-4,-70
O=C(CN1C(=O)NC2(CCCc3ccccc32)C1=O)NCc1cccs1 (stereo not drawn),-13,6,9,-3,-9,-7,-1,6
C=CCn1c(SCC(=O)N2CCCCC2)nnc1-c1ccncc1,-11,6,4,3,.,.,.,.
CC1=C(C(=O)N2CCOCC2)CC(CC(=O)NC2CC2)C(=O)N1CCC1=CCCCC1 (stereo not drawn),4,0,9,.,13,2,-1,11
O=C(CSc1n[nH]c(-c2cccs2)n1)N1CCCC1,-5,-2,4,-16,4,-6,0,7
Cc1ccnc(N2CCC(C(=O)Nc3cccc(C(F)(F)F)c3)CC2)n1,.,.,.,-12,38,-3,2,-6
COc1ccc(NC(=O)N(C)C[C@H]2Oc3c(NS(=O)(=O)c4ccc(F)cc4)cccc3C(=O)N([C@@H](C)CO)C[C@H]2C)cc1,1,-6,-11,3,-4,2,-1,26
C[C@H]1CN([C@@H](C)CO)S(=O)(=O)c2ccc(-c3ccc(F)cc3)cc2O[C@@H]1CN(C)Cc1cccc(F)c1,.,8,-8,.,15,.,.,-21
CCc1c(SCCC(=O)O)nc2ccccc2c1C,-8,-7,28,1,.,.,.,.
CC(C)c1ccc(NC(=O)CSc2nc(=O)n(CCCN3CCOCC3)c3c2CCC3)cc1,20,-8,-7,.,4,-4,0,2
O=C(NCC[C@H]1CC[C@@H](NC(=O)c2ccncc2)[C@@H](CO)O1)Nc1ccc(Cl)cc1,-20,-27,-8,-7,-4,9,2,-2
CCC/C(=N\NC(=O)CNC(=O)/C=C/c1ccco1)c1ccccc1,.,-15,18,5,.,0,-8,0
CC12CCC(C)(c3nc4ccccc4nc31)C2(C)C,29,.,7,-1,-2,1,0,1
Cc1ccccc1OCc1nc(-c2ccc(-n3cccc3)cc2)no1,-3,4,.,-7,-3,0,1,-2
C#CCOC(=O)c1ccccc1C(=O)OCC#C,.,12,46,0,4,5,-2,.
O=C(O)c1cc(NN=Nc2ccc(Br)cc2)cc([N+](=O)[O-])c1,13,-27,-38,4,.,.,.,.
COc1ccccc1C(=O)N/C(=C\c1cn(S(=O)(=O)N(C)C)c2ccccc12)C(=O)NCCN1CCOCC1,.,.,.,-4,2,1,1,8
O=C(Nc1cccc(C(F)(F)F)c1)c1ccco1,.,-18,5,-1,-6,-3,1,0
CCN1C(=O)[C@H]2[C@@H](c3ccc(-c4ccccc4)c(OC)c3)N[C@@](CC(C)C)(C(=O)OC)[C@H]2C1=O,11,9,-47,37,.,5,-1,6
CC(=O)c1ccc(OCCCC(=O)NCCc2ccccc2)cc1,-13,-16,-5,-4,.,-13,-1,1
O=C(NNC(=O)c1ccccc1Cl)c1ccccc1Cl,-7,7,9,-3,-4,8,0,.
Cn1cccc1CNC1CCCCC1,.,-1,48,6,6,-6,0,-9
CCOC(=O)Cc1nn(Cc2ccc(Cl)cc2)c(=O)c2ccccc12,0,-28,20,.,-1,-9,4,1
CC1=NC2(CCCc3c2no[n+]3[O-])N(O)C1(C)C (stereo not drawn),.,.,.,-5,18,1,-2,-4
CN(C(=O)c1cccc(NC(=O)C2CCN(C(=O)OC(C)(C)C)CC2)c1)C1CCCCC1,26,1,-24,-2,.,0,-1,5
Cc1noc(C)c1COc1ccccc1C(=O)N1CCN(S(=O)(=O)c2cccc([N+](=O)[O-])c2)CC1,7,1,-12,.,2,0,1,-4
C#Cc1ccc([C@H]2C=C(C(=O)O)O[C@@H](OCCCCO)C2)cc1,-7,-1,4,4,13,8,0,7
CC1=NN(c2ccccc2)C(=O)/C1=C/C=C/c1ccccc1,-2,2,16,-21,.,.,.,.
O=C(NCC(=O)N(c1ccc(Cl)cc1)C(C(=O)NC1CCCC1)c1cccnc1)c1ccco1 (stereo not drawn),-2,2,-9,-4,14,-2,-6,3
COC(=O)[C@H](Cc1ccc(O)cc1)NC(=O)Cn1cnc(C(=O)Nc2ccc(C)c(C)c2)n1,10,-9,13,8,7,-2,-2,-6
Cc1cccn2c(=O)c3cc(C(=O)NC4CCCC4)sc3nc12,-10,-11,-1,-1,-9,-2,16,-5
Cc1ccccc1N1CCN(C2CCCN(C(=O)c3cc[n+]([O-])cc3)C2)CC1 (stereo not drawn),-8,-4,-3,3,3,1,-2,-16
Cc1ccc(C(=O)NNC(=O)c2cccc(S(=O)(=O)N3CCOCC3)c2)cc1,5,-8,-3,-2,-3,1,-1,3
O=C(Nc1ccc(C(=O)N2CCCCC2)cc1)C1CCC1,2,4,-5,-3,6,-5,3,0
CCN(C(=O)C(C)Cl)c1ccccc1 (stereo not drawn),7,.,.,-2,-1,-3,4,14
